esBAF inh – SWI/SNF esBAF complex inhibition | reporter increase, % at 12.5 µM | actives 2% (n = 350,000) | mouse ES cells, Bmi1-luciferase knock-in reporter, 24 h; 100% = twice the neutral-well signal; in the data active = activation above about 40%; inconclusive = no clear call, values can overlap the other calls;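 also: 0% = median of the plate's neutral control wells and 100% = double that signal; a rise in the Bmi1 reporter signal indicates esBAF inhibition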
Statin myotox sup – suppressors of simvastatin-induced myotoxicity in C2C12 myotubes. ATP luminescence, 48 h; scaled: DMSO 0, geranylgeraniol control 100. rescue of ATP level, % at 7.49 µM. actives 0.78% (n = 330,000). AID 602340;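 active = mean ATP rescue above about 67%, or every replicate alone reaching that limit, limit read from the data, passing the limit was not always enough; inconclusive = no clear call, values can overlap the other calls; inactive = mean under the limit and some replicate under it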;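 also: myotubes were challenged with 10 µM simvastatin during compound exposure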
S100A4 inh HTS – inhibitors of human S100A4 binding to myosin IIA peptide; P26447; S100A4/TAMRA-MyoIIA peptide fluorescence polarization; inhibition, % at 10.7 µM; actives 0.14% (n = 360,000); AID 652163;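 active = mean inhibition of at least 70% across replicates, with every replicate also reaching that level; inconclusive = mean inhibition reaches 70% but some replicates fall short; inactive = mean inhibition below 70%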
Target sequence (P26447 whole entry, looked up): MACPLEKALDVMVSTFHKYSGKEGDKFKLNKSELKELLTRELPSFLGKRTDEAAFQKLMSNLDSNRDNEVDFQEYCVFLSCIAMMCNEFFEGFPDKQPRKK
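assay system = human S100A4 monomer with TAMRA-labelled myosin IIA peptide | also added = labelled myosin peptide probe, 5 nM | incubation = 5 min between mix addition and reading | control set = DMSO and TFP controls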
FN deposit inh – fibronectin deposition inhibition; inhibition, % at 12.6 µM; AID 743247; AH1F fibroblasts, Alexa488-fibronectin deposition fluorescence, overnight; actives 0.086% (n = 350,000);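 active = mean inhibition across replicates of 30% or more, regardless of how many single replicates reach that level; inconclusive = mean under 30% yet at least half of replicates reach 30%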;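 also: positive control wells lacked labelled fibronectin entirely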
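Assay system: AH1F fibroblasts / Quantity: 10000 cells per well / Medium: DMEM plus 2% serum, read in PBS / Reagent: labelled fibronectin 24 nM / Dosing: single dose, pinned / Times: 1 h cell attachment, overnight exposure to compound and label / Signal: fluorescence, ex 485 nm, em 525 nm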
CASP6 VEID inh – caspase-6 (human) enzyme inhibition; inhibition, % at 12.5 µM; purified caspase-6, Z-VEID-R110 cleavage fluorescence; actives 0.53% (n = 350,000); P55212;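 active = mean inhibition across replicates at least about 35%, with every replicate also reaching that limit, limit read from the data; inconclusive = only one of the two criteria met; inactive = neither criterion met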;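 also: 0% = median of neutral control wells and 100% = no fluorescence left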
Target sequence (P55212 24-179 limits assumed): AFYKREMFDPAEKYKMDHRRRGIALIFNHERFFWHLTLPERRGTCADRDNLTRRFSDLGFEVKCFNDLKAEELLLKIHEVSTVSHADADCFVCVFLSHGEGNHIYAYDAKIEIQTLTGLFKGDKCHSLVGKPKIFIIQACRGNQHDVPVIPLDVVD
Target sequence (P55212 194-293 limits assumed): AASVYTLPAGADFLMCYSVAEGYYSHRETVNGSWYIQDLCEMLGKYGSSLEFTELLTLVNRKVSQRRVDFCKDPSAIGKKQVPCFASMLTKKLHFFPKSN
LGR2 inh – blocks bursicon-induced cAMP signaling via Drosophila LGR2; HEK293 LGR2, CRE-luciferase, bursicon-stimulated, 4 h; inhibition, % at 9.99 µM; actives 0.35% (n = 380,000);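 active = drop in luminescence signal, shown as inhibition above about 50% in the replicate tests, limit read from the data, passing the limit was not always enough; inconclusive = probably only some replicates passing the limit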;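 also: agonist challenge used bursicon conditioned medium at about half maximal strength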
SIRT5 block – inhibitors of human sirtuin-5 desuccinylase; Purified SirT5, succinyl-peptide AMC, trypsin-coupled fluorescence; inhibition, % at 15 µM; actives 1.1% (n = 330,000); AID 652115; in the data active = inhibition above about 15%; inconclusive = no clear call, values can overlap the other calls
Target sequence (Q9NXA8 whole entry, looked up): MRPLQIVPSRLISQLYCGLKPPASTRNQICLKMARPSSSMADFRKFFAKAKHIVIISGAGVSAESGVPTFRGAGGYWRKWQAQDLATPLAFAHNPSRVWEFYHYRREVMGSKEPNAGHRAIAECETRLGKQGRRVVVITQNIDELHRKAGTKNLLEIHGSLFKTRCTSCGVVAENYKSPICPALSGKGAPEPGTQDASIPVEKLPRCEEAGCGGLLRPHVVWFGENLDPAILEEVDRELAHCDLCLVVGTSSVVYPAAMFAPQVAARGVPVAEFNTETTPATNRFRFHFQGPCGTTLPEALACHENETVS
The depositor's hits bear a star. Some of the compounds tested; rates above refer to the full screens.

CC(C)C(Nc1ccc(S(=O)(=O)N2CCOCC2)cc1[N+](=O)[O-])C(=O)O (stereo not given) was read as S100A4 inh HTS 0, LGR2 inh -4 and SIRT5 block 1.
For O=C(Cn1cncc1-c1ccc([N+](=O)[O-])cc1)Nc1ccccc1F the results were S100A4 inh HTS -4, FN deposit inh 2, CASP6 VEID inh 0, LGR2 inh -40 and SIRT5 block 0.
`CN(C(=O)c1ccccc1-c1ncc[nH]1)C1CCCN(Cc2ccccc2F)C1` (stereo not given) gave S100A4 inh HTS -3, FN deposit inh 2, CASP6 VEID inh -7, LGR2 inh 18 and SIRT5 block 3.
`CCC(=O)N(C)C[C@H]1Oc2ncc(/C=C/c3ccccc3)cc2C(=O)N([C@@H](C)CO)C[C@@H]1C` gave esBAF inh -1, Statin myotox sup 11, S100A4 inh HTS 2, FN deposit inh 7, CASP6 VEID inh 0, LGR2 inh 1 and SIRT5 block -17.
For Cc1noc(C)c1S(=O)(=O)N(C)C[C@H]1OCCCC[C@@H](C)Oc2ccc(NC(=O)c3ccccc3)cc2C(=O)N([C@@H](C)CO)C[C@@H]1C the results were esBAF inh -1, S100A4 inh HTS -93, CASP6 VEID inh -1, LGR2 inh 2 and SIRT5 block 5.
O=C(C[C@@H]1CC[C@@H]2[C@H](COC[C@H](O)CN2Cc2ccc(F)cc2)O1)NCc1ccncn1 was read as esBAF inh 0, Statin myotox sup -6, S100A4 inh HTS -1, FN deposit inh 2, CASP6 VEID inh 0, LGR2 inh 1 and SIRT5 block 2.
Screening COC(=O)/C=c1\sc2n(c1=O)C(C)=CC(C)(C)N=2 returned esBAF inh 4, Statin myotox sup -2 and FN deposit inh 14.
C[C@@H]1CCCCO[C@H](CN(C)C(=O)c2ccccc2)[C@H](C)CN([C@@H](C)CO)C(=O)c2cc(NC(=O)Nc3cccc4ccccc34)ccc2O1 was read as esBAF inh 0, S100A4 inh HTS -16, CASP6 VEID inh -3, LGR2 inh -5 and SIRT5 block 0.
For C[C@H](CO)N1C[C@H](C)[C@@H](CN(C)Cc2ccc3c(c2)OCO3)Oc2ccc(NC(=O)Cn3cnnn3)cc2CC1=O the results were esBAF inh 0, Statin myotox sup 3, S100A4 inh HTS -5, CASP6 VEID inh -4, LGR2 inh 10 and SIRT5 block 0.
For O=C(Nc1ccccc1)Nc1cccc(Cl)c1 the results were esBAF inh 52*, Statin myotox sup -46 and FN deposit inh -9.
Screening C[C@H]1CN([C@@H](C)CO)C(=O)c2cc(NS(=O)(=O)c3ccc(Cl)cc3)ccc2O[C@H]1CN(C)Cc1ccc(C(=O)O)cc1 returned esBAF inh 1, Statin myotox sup -43, S100A4 inh HTS 2, FN deposit inh -4, CASP6 VEID inh 0, LGR2 inh 4 and SIRT5 block 6.
CCNC(=O)C[C@H]1CC[C@H]2[C@H](COc3ccc(NC(C)=O)cc3C(=O)N2C)O1 was read as esBAF inh 2, Statin myotox sup 0, S100A4 inh HTS -35, FN deposit inh 5, CASP6 VEID inh 2, LGR2 inh -2 and SIRT5 block -3.
Screening O=C(O)c1c(NC(=O)N2CCOCC2)sc2c1CCCC2 returned esBAF inh 11, Statin myotox sup -10, S100A4 inh HTS 3, FN deposit inh 9, CASP6 VEID inh 11, LGR2 inh -15 and SIRT5 block 1.
Screening COc1ccc(NC(=O)c2cc3ccccc3oc2=O)cc1 returned esBAF inh -77, Statin myotox sup -5, S100A4 inh HTS 0, FN deposit inh 13, CASP6 VEID inh 1 and LGR2 inh 76*.
For CN(Cc1nc(-c2cnccn2)no1)C1CC(C)(C)NC(C)(C)C1 the results were S100A4 inh HTS 1, FN deposit inh 6, CASP6 VEID inh -1, LGR2 inh -19 and SIRT5 block -3.
`O=C(O)C1C=CCC(C(=O)O)C1` (stereo not given) gave esBAF inh -1, Statin myotox sup -9, S100A4 inh HTS 11, FN deposit inh 3, CASP6 VEID inh 5 and LGR2 inh -9.
For N#C[C@H]1[C@@H](c2ccccc2C2=CCCC2)[C@@H](CO)N1C(=O)NC1CCCCC1 the results were S100A4 inh HTS -2, FN deposit inh 4, CASP6 VEID inh 1, LGR2 inh 22 and SIRT5 block 8.
Screening C[C@@H]1CN([C@@H](C)CO)S(=O)(=O)c2ccc(C#CCC3CCCC3)cc2O[C@H]1CN(C)C(=O)c1cnccn1 returned esBAF inh 10, Statin myotox sup -12, S100A4 inh HTS 6, FN deposit inh -1, CASP6 VEID inh 1, LGR2 inh -8 and SIRT5 block -8.
Screening Cc1ccc(S(=O)(=O)NNC(=S)Nc2cccc(F)c2)cc1 returned S100A4 inh HTS 3, FN deposit inh -10, CASP6 VEID inh 2, LGR2 inh -17 and SIRT5 block 7.
Screening Cc1ccccc1C(=O)NC1CCN(CC(=O)Nc2ccc(Br)cc2)CC1 returned esBAF inh -4, Statin myotox sup 2, S100A4 inh HTS -5, FN deposit inh 0, CASP6 VEID inh -4, LGR2 inh 11 and SIRT5 block 0.
For O=C(O)CCC(=O)Nc1nc(-c2ccccc2)cs1 the results were esBAF inh -4, Statin myotox sup 7, S100A4 inh HTS -5, CASP6 VEID inh -1, LGR2 inh -6 and SIRT5 block 0.
Screening CNC[C@H]1Oc2c(NC(=O)C3CCOCC3)cccc2C(=O)N([C@H](C)CO)C[C@H]1C returned esBAF inh -9, Statin myotox sup -12, S100A4 inh HTS -66, FN deposit inh -15, CASP6 VEID inh 4, LGR2 inh 9 and SIRT5 block 5.
Screening C[C@@H]1CCCCO[C@@H](CN(C)C(=O)CCC(F)(F)F)[C@@H](C)CN([C@@H](C)CO)C(=O)c2cc(NS(=O)(=O)c3cn(C)cn3)ccc2O1 returned esBAF inh 5, S100A4 inh HTS 0, CASP6 VEID inh 3, LGR2 inh 1 and SIRT5 block -1.
COCCNC(=S)N(C)C1(c2ccccc2Cl)CCCCC1=O (stereo not given) was read as S100A4 inh HTS 0, FN deposit inh 6, CASP6 VEID inh -2, LGR2 inh 16 and SIRT5 block -3.
COc1cc(/C=C/C(=O)OCC(=O)c2ccc[nH]2)ccc1O was read as esBAF inh -2, Statin myotox sup -43, S100A4 inh HTS -3, FN deposit inh -7, CASP6 VEID inh -3 and LGR2 inh 4.
NC(=O)c1nnn(-c2cccc(C(F)(F)F)c2)c1-c1ccccc1 was read as S100A4 inh HTS 1, FN deposit inh -5, CASP6 VEID inh -2, LGR2 inh -6 and SIRT5 block -3.
For O=C(CCCC(=O)c1ccccc1)NCCc1ccccc1 the results were esBAF inh -7, Statin myotox sup 3, S100A4 inh HTS 1, FN deposit inh -10, CASP6 VEID inh 2, LGR2 inh 8 and SIRT5 block 0.
CC(C)NC(=O)N(C)C[C@H]1Oc2c(NC(=O)Nc3ccc(C(F)(F)F)cc3)cccc2C(=O)N([C@@H](C)CO)C[C@H]1C was read as esBAF inh -9, Statin myotox sup -47, S100A4 inh HTS -2, CASP6 VEID inh 5, LGR2 inh -13 and SIRT5 block 7.
CCC(C(=O)OCC(=O)N1CCN(c2ccc(OC)cc2)CC1)c1ccccc1 (stereo not given) was read as esBAF inh 2, Statin myotox sup 3, S100A4 inh HTS -3, FN deposit inh 6, CASP6 VEID inh 1, LGR2 inh 3 and SIRT5 block -2.
COc1ccc(-c2noc(CCC(=O)N3CCN(c4cccc(C)c4C)CC3)n2)cc1 was read as esBAF inh 3, Statin myotox sup -4, S100A4 inh HTS -2, FN deposit inh 6, CASP6 VEID inh 0, LGR2 inh 1 and SIRT5 block -11.

Sorted by formula weight (descending): part of the list above
For C[C@H](CO)N1C[C@H](C)[C@@H](CN(C)Cc2ccc3c(c2)OCO3)Oc2ccc(NC(=O)Cn3cnnn3)cc2CC1=O the results were esBAF inh 0, Statin myotox sup 3, S100A4 inh HTS -5, CASP6 VEID inh -4, LGR2 inh 10 and SIRT5 block 0.
COc1ccc(-c2noc(CCC(=O)N3CCN(c4cccc(C)c4C)CC3)n2)cc1 was read as esBAF inh 3, Statin myotox sup -4, S100A4 inh HTS -2, FN deposit inh 6, CASP6 VEID inh 0, LGR2 inh 1 and SIRT5 block -11.
For CN(Cc1nc(-c2cnccn2)no1)C1CC(C)(C)NC(C)(C)C1 the results were S100A4 inh HTS 1, FN deposit inh 6, CASP6 VEID inh -1, LGR2 inh -19 and SIRT5 block -3.
For O=C(CCCC(=O)c1ccccc1)NCCc1ccccc1 the results were esBAF inh -7, Statin myotox sup 3, S100A4 inh HTS 1, FN deposit inh -10, CASP6 VEID inh 2, LGR2 inh 8 and SIRT5 block 0.

(more compounds)
For COc1ccc(S(=O)(=O)N(C)C[C@@H]2Oc3ccc(NC(=O)C4CCCCC4)cc3C(=O)N([C@@H](C)CO)C[C@@H]2C)cc1 the results were esBAF inh 10, Statin myotox sup -31, S100A4 inh HTS -4, FN deposit inh 5, CASP6 VEID inh 1, LGR2 inh 1 and SIRT5 block 6.
`O=C(Nc1cccc2ccccc12)c1ccc(Br)o1` gave esBAF inh -14, Statin myotox sup 50 and FN deposit inh -3.
For COc1cccc(/C=N/n2c(C3CCCCC3)n[nH]c2=S)c1 the results were esBAF inh -9, Statin myotox sup 6, S100A4 inh HTS -6, FN deposit inh -5, CASP6 VEID inh -1, LGR2 inh 1 and SIRT5 block -2.
Screening CC(C)CNC(=S)N1CCN(c2nc3ccccc3s2)CC1 returned S100A4 inh HTS -5, FN deposit inh 10, CASP6 VEID inh -3, LGR2 inh -17 and SIRT5 block 0.
For COC(=O)[C@H]1[C@H](CO)[C@H]2Cn3c(ccc(-c4ccc(F)cc4)c3=O)[C@H]2N1C the results were esBAF inh 31, Statin myotox sup -29, S100A4 inh HTS 11, CASP6 VEID inh 5, LGR2 inh -18 and SIRT5 block -1.
For COc1ccc(CNC(=O)CN2CCN(c3cccc(C)c3C)CC2)cc1 the results were esBAF inh -3, Statin myotox sup 24, S100A4 inh HTS -5, FN deposit inh 11, CASP6 VEID inh 0, LGR2 inh -5 and SIRT5 block 0.
`C[C@H](CO)N1C[C@H](C)[C@H](CN(C)C(=O)Nc2ccc(F)cc2)Oc2cc(-c3cccc(C(=O)N(C)C)c3)ccc2S1(=O)=O` gave esBAF inh -4, Statin myotox sup 17, S100A4 inh HTS 56, FN deposit inh 7, CASP6 VEID inh 1, LGR2 inh 8 and SIRT5 block 9.
Cc1ccccc1-c1noc(-c2ccc(Cl)cc2)n1 was read as esBAF inh inconclusive, Statin myotox sup -3 and FN deposit inh 1.
`COc1ccc2nnc(-c3ccc(C(F)(F)F)cc3)n2n1` gave esBAF inh -4, Statin myotox sup -8, S100A4 inh HTS -7, FN deposit inh -11, CASP6 VEID inh -3, LGR2 inh -1 and SIRT5 block -7.
For C[C@@H]1CN([C@H](C)CO)C(=O)c2cccc(NC(=O)Nc3ccc4c(c3)OCO4)c2O[C@H]1CN(C)C the results were esBAF inh 7, Statin myotox sup 0, S100A4 inh HTS 10, CASP6 VEID inh 1, LGR2 inh -4 and SIRT5 block 1.
CCc1nnc(NC(=O)CSc2nccn2-c2cccc(C)c2C)s1 was read as esBAF inh 6, Statin myotox sup 7, S100A4 inh HTS -1, FN deposit inh -5, CASP6 VEID inh 5 and SIRT5 block 2.
For CCCN(CC(=O)Nc1ccc(Cl)cc1Cl)C(=O)c1ccc(=O)[nH]c1 the results were esBAF inh -11, Statin myotox sup 5, S100A4 inh HTS -3, FN deposit inh 12, CASP6 VEID inh 1, LGR2 inh -1 and SIRT5 block 5.
CN1C(=O)C(C)(C)c2cc(S(=O)(=O)NCc3ccc(C(=O)NCc4ccco4)cc3)ccc21 was read as esBAF inh 1, Statin myotox sup -11, S100A4 inh HTS 6, FN deposit inh 10, CASP6 VEID inh 2 and LGR2 inh 1.
For CC(C)CC#Cc1ccc2c(c1)O[C@H](CN(C)C(=O)Cc1ccccn1)[C@H](C)CN([C@H](C)CO)S2(=O)=O the results were esBAF inh 4, Statin myotox sup -3, S100A4 inh HTS 4, FN deposit inh 3, CASP6 VEID inh -2, LGR2 inh 8 and SIRT5 block 3.

From PubChem BioAssay
